ARNT-TACC3 inh: disrupts binding between human ARNT and TACC3; AlphaScreen His-ARNT PAS-B/GST-TACC3 binding, luminescence; TACC3 fragment carries E629A point mutation; actives 0.66% (n = 390,000); AID 623870; inhibition, % at 9.99 µM;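 active = mean inhibition of replicates at least 50% and at least half of replicates each reaching 50%; inconclusive = half or more replicates reach 50% but mean below 50%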;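 also: 0% = complete ARNT plus TACC3 wells and 100% = ARNT alone without TACC3; many hits fall short of the cut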
LGR2 antag: inhibitors of bursicon-induced Drosophila LGR2 receptor cAMP signaling; inhibition, % at 9.99 µM; actives 0.35% (n = 380,000); HEK293 LGR2, CRE-luciferase, bursicon-stimulated, 4 h; AID 720647;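 active = drop in luminescence signal, shown as inhibition above about 50% in the replicate tests, limit read from the data, passing the limit was not always enough; inconclusive = probably only some replicates passing the limit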;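 also: agonist challenge used bursicon conditioned medium at about half maximal strength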
Numbers without * were called inactive; ? = inconclusive. Some of the compounds tested (hit frequency here may not be typical).

cpd | ARNT-TACC3 inh | LGR2 antag | Structure
1 | -1 | 9 | CC1CN(c2oc(-c3cccs3)nc2C#N)CC(C)O1 (stereo unspecified)
2 | 9 | 1 | CC(NC(=O)C1CCCN(S(=O)(=O)c2cccc3nonc23)C1)c1ccccc1 (stereo unspecified)
3 | -3 | -2 | CC/C(=N/Nc1ccccc1)c1cnnc(SC)n1
4 | 2 | -33 | O=C(CSCc1ccc(F)cc1)Nc1nc2c(s1)CCCC2
5 | -1 | 5 | Cn1c(=O)c2c(nc(SCC(=O)NC34CC5CC(CC(C5)C3)C4)n2C)n(C)c1=O
6 | 53* | ? | CC(C)C(=O)NC(c1ccco1)c1ccc2cccnc2c1O (stereo unspecified)
7 | 8 | -12 | CCc1ccc(NC(=S)NC2CC3CCC(C2)N3Cc2ccco2)cc1 (stereo unspecified)
8 | -10 | 6 | O=[N+]([O-])c1cc2c(c(CSc3nnc(Nc4ccccc4)s3)c1)OCOC2
9 | -1 | 5 | CCCCn1nnc(NC(=O)COc2ccc(Cl)c(C)c2)n1
10 | 4 | -59 | O=C(Nc1ccc(N2CCOCC2)cc1)Nc1ccc(Cl)c(Cl)c1
11 | -3 | 3 | C/C(CC1(O)C(=O)N(C)c2ccccc21)=N\O (stereo unspecified)
12 | 6 | 12 | Cc1cc(C)c(C(=O)CSC2=NC(N)=C(C#N)C3(CCCCC3)C2C(N)=O)cc1C (stereo unspecified)
13 | -3 | -9 | O=C(NCc1ccc(F)cc1)c1ccc(CS(=O)(=O)Cc2ccccc2F)o1
14 | -4 | 0 | CC(=O)Nc1c(O)nc(SCc2ccc(Cl)cc2)[nH]c1=O
15 | -7 | 15 | CC(=O)c1cccc(NC(=O)C2CCCN(S(=O)(=O)c3ccccc3)C2)c1 (stereo unspecified)
16 | 12 | 62* | CCc1ccc(/C=C/C(=O)C2C(=O)c3ccccc3C2=O)cc1
17 | -12 | 10 | CCc1ccc(S(=O)(=O)NCc2csc(-c3ccccc3)n2)s1
18 | 3 | -23 | CCOCCCNC(=O)C1CCN(S(=O)(=O)N2CCCCC2)CC1
19 | 2 | 10 | Cc1c(C#N)c(NC(=O)c2ccccc2)n(Cc2ccccc2)c1C
20 | 1 | -7 | Cc1cccc2sc(NC(=O)CNS(=O)(=O)c3ccc(Br)s3)nc12
21 | 10 | 19 | CCOc1cc(-c2nc(-c3ccc(C)nc3OCC)no2)cc(OCC)c1OCC
22 | -1 | 17 | O=C(Nc1ccccc1)C1=C(O)CC(c2ccc(Cl)cc2)N2CCN=C12 (stereo unspecified)
23 | -3 | 22 | COc1ccc(OC(=O)CCCN2C(=O)c3ccccc3C2=O)cc1
24 | -9 | 19 | O=C1CC(SC(=Nc2ccccc2)Nc2ccccc2)C(=O)N1c1ccc(Cl)c(Cl)c1 (stereo unspecified)
25 | -16 | -2 | NC(=O)CN1C(=O)C2C3c4ccccc4C(c4ccccc43)C2C1=O (stereo unspecified)
26 | 5 | 1 | FC(F)(F)c1cnc(Sc2nnc(-c3cccs3)n2CC2CCCO2)c(Cl)c1 (stereo unspecified)
27 | -2 | 5 | CCS(=O)(=O)c1ccc(O)c(NC(=O)c2cc(OC)c(OC)c(OC)c2)c1
28 | -18 | 12 | COC(=O)c1c(C)[nH]c(C(C)=O)c1C
29 | -6 | 4 | COc1cc(OC)cc(C(=O)NCc2cccnc2)c1
30 | 1 | 10 | CCCn1nnc(NC(=O)c2ccccc2Br)n1

Exported with bars between the fields: part of the list above
entry | Molecule | ARNT-TACC3 inh | LGR2 antag
10 | O=C(Nc1ccc(N2CCOCC2)cc1)Nc1ccc(Cl)c(Cl)c1 | 4 | -59
11 | C/C(CC1(O)C(=O)N(C)c2ccccc21)=N\O (stereo unspecified) | -3 | 3
12 | Cc1cc(C)c(C(=O)CSC2=NC(N)=C(C#N)C3(CCCCC3)C2C(N)=O)cc1C (stereo unspecified) | 6 | 12
13 | O=C(NCc1ccc(F)cc1)c1ccc(CS(=O)(=O)Cc2ccccc2F)o1 | -3 | -9
14 | CC(=O)Nc1c(O)nc(SCc2ccc(Cl)cc2)[nH]c1=O | -4 | 0
15 | CC(=O)c1cccc(NC(=O)C2CCCN(S(=O)(=O)c3ccccc3)C2)c1 (stereo unspecified) | -7 | 15
16 | CCc1ccc(/C=C/C(=O)C2C(=O)c3ccccc3C2=O)cc1 | 12 | 62*

(continued)
cpd | ARNT-TACC3 inh | LGR2 antag | Structure
31 | -6 | -18 | Fc1cccc(Oc2nc3ccccc3n3cccc23)c1
32 | 0 | -2 | COc1ccc(N2C(=O)CC(n3c(CCCCO)nc4ccccc43)C2=O)cc1 (stereo unspecified)
33 | -13 | 7 | C#CCOC(=O)C(NC(=O)c1ccccc1)=C(C)C
34 | 3 | -6 | CCCS(=O)(=O)c1c(S(=O)(=O)CCC)c2c(C)cccn2c1C(=O)OC
35 | -2 | -1 | COc1ccccc1Nc1ncccc1C(=O)NCc1ccccc1
36 | -3 | 11 | CC(=O)NC1(C(F)(F)F)C(=O)Nc2c1c(=O)[nH]c(=O)n2Cc1ccco1 (stereo unspecified)
37 | 0 | 7 | CCOC(=O)C(NC(=O)Nc1ccc(F)cc1)(OCC)C(F)(F)F (stereo unspecified)
38 | 32 | -3 | O=[N+]([O-])c1ccccc1/C=N/n1c(-c2cccnc2)n[nH]c1=S
39 | -6 | 20 | CCc1cc(C(c2ccccc2OC)N2CCOCC2)c(NC(=O)c2ccccc2)s1 (stereo unspecified)
40 | -3 | -13 | O=C1Nc2c(c(=O)[nH]c(=O)n2-c2ccccc2)C(C(F)(F)F)(C(F)(F)F)N1
41 | -5 | 21 | Cc1ccc(Cn2c(SCC(C)C)nc3c2c(=O)[nH]c(=O)n3C)cc1
42 | 0 | 13 | CCOC(=O)c1c(C)[nH]c(C(=O)OCC(=O)N(C)C2CCS(=O)(=O)C2)c1C (stereo unspecified)
43 | -4 | 14 | CC12CCC(C(=O)n3c1nc1ccccc13)C2(C)C (stereo unspecified)
44 | 6 | -3 | CCSC(C)CC1C/C(=N/O)c2c(C)noc2C1 (stereo unspecified)
45 | 1 | 4 | O=C(CSc1nnc(COc2cccc3cccnc23)o1)N1CCN(C(=O)c2ccco2)CC1
46 | -2 | -4 | O=C(c1cc(-c2ccccn2)nc2c(Cl)cccc12)N1CCN(C(=O)C2CCCO2)CC1 (stereo unspecified)
47 | 1 | -9 | COC(=O)CSc1nc(-c2ccccc2)c2c(c1C#N)CCCC2
48 | 2 | -1 | C/C(CC(=O)N1CCN(C=O)CC1)=N\NC(=O)c1cc2ccccc2cc1O
49 | -6 | -5 | O=C(NCCN1CCOCC1)c1ccc(Cl)cc1[N+](=O)[O-]
50 | -4 | 16 | COc1cc(C(c2nnnn2C2CCCC2)N2CCN(C)CC2)cc(OC)c1OC (stereo unspecified)
51 | 10 | 9 | O=C(N1CCOCC1)N1CCN(S(=O)(=O)N2CCOCC2)CC1
52 | -7 | -1 | Cn1c(=O)c2c(ncn2CC(O)CNc2ccc(Br)cc2)n(C)c1=O (stereo unspecified)
53 | -14 | -8 | C[N+](C)(C)CCOC(=O)C1(c2ccccc2)CCCC1
54 | -1 | 13 | CC1=C(C(=O)OC(C)C)C(c2cccs2)N2C(=O)CCSC2=N1 (stereo unspecified)
55 | 4 | 1 | CCOC(=O)c1sc(C)c2c1NC(C)(c1ccccc1)NC2=O (stereo unspecified)
56 | 5 | 5 | CCOC(=O)Cc1c(C)nc2c(-c3ccccc3)c(C)[nH]n2c1=O
57 | -2 | 1 | CN1CCN(C(=O)c2cc3sccc3n2CC(=O)c2ccccc2)CC1
58 | -9 | -3 | O=c1[nH]c2ccc(N/C(=N/S(=O)(=O)c3ccccc3)c3ccccc3)cc2[nH]1
59 | -26 | -12 | CCOC(=O)N1CCN(C2CC(=O)N(c3ccc(F)cc3)C2=O)CC1 (stereo unspecified)
60 | 5 | -20 | CCOC(=O)C1CCCN(C(=O)c2cc3c(C)nc4ccccc4c3o2)C1 (stereo unspecified)

Printed as active in LGR2 antag, among the entries above:
cpd | ARNT-TACC3 inh | LGR2 antag | Structure
16 | 12 | 62* | CCc1ccc(/C=C/C(=O)C2C(=O)c3ccccc3C2=O)cc1

(cont.)
cpd | ARNT-TACC3 inh | LGR2 antag | Structure
61 | 26 | 10 | Cc1ncc2c(c1OC(=O)c1ccc([N+](=O)[O-])cc1)COC(C)(C)OC2
62 | 12 | -4 | Cc1cc(C)n(-c2nc(O)cc(=O)[nH]2)n1
63 | 0 | -1 | COc1ccc(OC)c(N(CC(=O)N2CCC(C)CC2)S(=O)(=O)c2ccccc2)c1
64 | -10 | 16 | CCOC(=O)N1C(=O)c2cc(OC)ccc2S1(=O)=O
65 | -1 | 11 | Cc1cc(C2C(=O)C(C(=O)c3ccc(Cl)cc3)C(=O)CC2(C)C)on1 (stereo unspecified)
66 | 5 | 3 | O=S(=O)(NCC(c1cccnc1)N1CCN(c2ccccc2)CC1)c1cc(F)ccc1F (stereo unspecified)
67 | -2 | -9 | O=C(CSc1nnc(SCc2ccc(Cl)cc2)s1)N/N=C/c1c[nH]c2ccccc12
68 | 1 | 11 | CCOc1cc(-c2ccc(N)c(OCC)c2)ccc1N
69 | 3 | -52 | O=C(c1cccc(COc2ccc(Cl)cc2Cl)c1)N1CCN(c2ccccn2)CC1
70 | -2 | -8 | COc1ccc(/C=N\NC(=O)c2sc(N)nc2C)cc1OC
71 | 0 | -2 | Cn1c(N)c(C#N)c(C#N)c1-c1ccccc1
72 | -19 | 14 | CCCc1nc(SCC(=O)NNC(=O)C2CCCCC2)c2ccccc2n1
73 | 2 | 2 | CC(C)Cn1ccc(=O)n(CC(C)C)c1=O
74 | 7 | -58 | c1ccc(Nc2cccc(Nc3ccccc3)c2)cc1
75 | 0 | 23 | CCCOc1ccc(N2C(=O)CC(N(CCc3ccc(OC)cc3)C(=O)c3cccc(F)c3)C2=O)cc1 (stereo unspecified)
76 | -2 | -5 | CC(C)n1nnnc1SCC(=O)Nc1ccccc1N1CCOCC1
77 | 4 | -12 | O=C(Nc1ccc(Br)cc1)c1ccc(Br)c(S(=O)(=O)Nc2cccnc2)c1
78 | 1 | -19 | O=C(NCC1CCCO1)C1CC(c2ccccc2Cl)=NO1 (stereo unspecified)
79 | 3 | -34 | Clc1ccc(-c2noc(CN3CCCC3)n2)cc1
80 | 4 | -2 | CCOC(=O)C1CCN(C(C(=O)Nc2ccc3c(c2)OCCO3)c2ccccc2)CC1 (stereo unspecified)
81 | 0 | 15 | CC(C)c1cccc(C(C)C)c1OCCCCN1CCCC1
82 | -4 | 6 | Cc1ccc(N2C(=O)CSC2c2cccs2)cc1 (stereo unspecified)
83 | -2 | -1 | O=C(OCCN1CCCCC1)c1ccc(Cl)cc1
84 | 8 | -6 | CCOC(=O)c1c(C(=O)OCC)c(C)n(N2C(=O)CSC2=S)c1C
85 | -5 | -11 | COC(=O)c1cc(C(C)=O)n2ccccc12
86 | -1 | -44 | Cc1ccc(-c2nn(-c3ccccc3)cc2/C=N/NC(=O)CSc2nnc(C)n2-c2ccccc2)cc1
87 | 5 | 30 | CCOC(=O)N1CCN(C(=O)c2cn(CC(C)C)c(=O)c3c2c2ccccc2n3C)CC1
88 | -2 | -17 | O=C(CCS(=O)(=O)c1ccc(Br)cc1)N1CCN(c2ccccc2F)CC1
89 | 5 | 12 | CCn1c(C(=O)NCc2ccccn2)cc2sccc21
90 | -5 | 15 | O=C(CS(=O)(=O)Cc1ccccc1)Nc1ccc(S(=O)(=O)N2CCCCCC2)cc1

2 compounds drawn at random from those above:
cpd | ARNT-TACC3 inh | LGR2 antag | Structure
79 | 3 | -34 | Clc1ccc(-c2noc(CN3CCCC3)n2)cc1
71 | 0 | -2 | Cn1c(N)c(C#N)c(C#N)c1-c1ccccc1

Next section:
cpd | ARNT-TACC3 inh | LGR2 antag | Structure
91 | -8 | 5 | Cc1nc2cc(NC(=O)COc3ccccc3C#N)ccc2n1-c1ccccc1
92 | -5 | 11 | Cc1nn(-c2ccccc2)c(C)c1/C=C/C(=O)OCC(=O)Nc1ncc(C(F)(F)F)cc1Cl
93 | -65 | -15 | CCCCCCn1c(N(CC)CC)nc2c1c(=O)[nH]c(=O)n2C
94 | 1 | 4 | CCC1(C)CC(=O)N(c2ccc(C(=O)O)c(O)c2)C1=O (stereo unspecified)
95 | 17 | -4 | O=C1OCc2cccc3cccc1c23
96 | -40 | -4 | CC(=O)Nc1ccc(Oc2ccc(-c3noc(C)n3)cc2)cc1
97 | 2 | 29 | COC(=O)c1cc(NC(=O)CC2NC3CCCCC3NC2=O)cc(C(=O)OC)c1 (stereo unspecified)
98 | -14 | 0 | Cc1c(C(=O)Nc2ccc3c(c2)OCO3)sc2ncn(CC(=O)N3CC(C)CC(C)C3)c(=O)c12 (stereo unspecified)
99 | -3 | 15 | Cn1nc(C(F)(F)F)c(C(=O)Nc2ccc(F)cc2F)c1Sc1cccc(Cl)c1
100 | 0 | 20 | CN1C(=O)C2(C(C#N)=C(N)N(c3cc(Cl)cc(Cl)c3)C3=C2C(=O)CC(C)(C)C3)c2ccccc21 (stereo unspecified)
101 | -6 | -7 | Cc1nn(C)cc1C1C2=C(CC(C)(C)CC2=O)OC2=C1C(=O)CC(C)(C)C2
102 | 3 | -62 | O=C(Nc1ccc2c(c1)OCO2)Oc1ccccc1
103 | -42 | 11 | Cc1ccccc1N(C(=O)CCC(=O)Nc1ccccn1)C(C(=O)NC(C)C)c1ccc(O)cc1 (stereo unspecified)
104 | -21 | 9 | CN(C)C(=O)N1CCC(C(=O)NCc2ccc(F)cc2Cl)CC1
105 | -6 | 9 | O=C(O)Cn1nc(-c2ccccc2)oc1=O
106 | -5 | 8 | O=C(Nc1cccnc1Cl)C1c2ccccc2Oc2ccccc21
107 | -9 | 23 | CC(=O)Nc1ccc(S(=O)(=O)NC(CC(=O)N(C)Cc2ccccc2)C(C)C)cc1 (stereo unspecified)

An excerpt of these results, with tabs:
no.	canonical_smiles	ARNT-TACC3 inh	LGR2 antag
76	CC(C)n1nnnc1SCC(=O)Nc1ccccc1N1CCOCC1	-2	-5
77	O=C(Nc1ccc(Br)cc1)c1ccc(Br)c(S(=O)(=O)Nc2cccnc2)c1	4	-12

Compound activity: PubChem, Broad Institute
